# Source: PubChem (several laboratories)
# Insulin prom inh – TRM-6 insulin promoter activity inhibition; TRM-6 cells (human fetal islet line), insulin promoter-eGFP reporter, imaging; reporter expression induced with tamoxifen; inhibition, % at 2 µM; actives 0.9% (n = 130,000); AID 1273;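 active means inhibition above the mean plus 3 SD, with well images judged a real hit on visual review, cut at about 60% in these data, passing the limit was not always enough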
# sdo1 growth – compounds rescuing growth of sdo1-depleted yeast, bone marrow failure model | S. cerevisiae sdo1-depleted JHY4D growth rescue, OD600 30 h; hits give high values; pdr5 snq2 efflux-pump mutant strain | z-score at 10 µM | actives 0.21% (n = 140,000) | AID 817;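 active means z-score above 3 at both the 24 hr and the 30 hr optical density reads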;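 further: z-score against mean and SD of all compound wells on the same plate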
# sdo1 growth Rescue 24 h – also measured in sdo1 growth; calls as there; z-score; S. cerevisiae sdo1-depleted JHY4D growth rescue, OD600; measured here: growth rescue at 24 h;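 0 is the plate mean of compound wells and units are plate SD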
# Starred values were filed as active, the others as inactive; . = no result given; [ ] = another dose, or the depositor's remark. Not all compounds are listed; count on the stated rates, not on these rows.
SMILES,Insulin prom inh,sdo1 growth,sdo1 growth Rescue 24 h
CC(=NCCC1=CCCCC1)c1c(O)n(C)c(=O)n(C)c1=O,.,-0.16,0.63
Cc1ccc(N)c(C(=O)c2ccc(Br)cc2)c1,-20,.,.
Cc1ccc(S(=O)(=O)N2CCC(C(=O)N3CCC4(CC3)OCCO4)CC2)cc1,.,0.06,0.14
O=C1C2CCCN2C(c2cccnc2)N1c1nccs1 (stereo unspecified),.,1.6,-0.16
N#CCCn1cc(C(=O)Nc2ccc(F)cc2)c(-c2ccc([N+](=O)[O-])cc2)n1,18,.,.
COc1ccc(CN2CC3CC(C2)c2cccc(=O)n2C3)cc1OC (stereo unspecified),.,-0.69,-1.2
COc1cc(/C=C2\C(=O)NC(=O)N(CCc3ccc(F)cc3)C2=O)ccc1O,.,-0.14,-0.64
Fc1ccccc1CNC1CN2CCC1CC2 (stereo unspecified),-27,.,.
CCOC(=O)C(O)(c1ccc(N(CC)C(=O)OC)cc1)C(F)(F)F (stereo unspecified),-31,0.13,-0.15
CN(C)CCN=Cc1c(O)n(Cc2ccco2)c(=O)[nH]c1=O,18,-0.03,-0.33
CN(C/N=C(\N)N[N+](=O)[O-])S(=O)(=O)c1ccccc1,15,.,.
COc1ccc(/C=C/C(=O)c2c(O)n(CCC3=CCCCC3)c(=O)[nH]c2=O)cc1,.,-1,-0.55
O=S1(=O)CC2(N3CCOCC3)CCCCCCC21 (stereo unspecified),.,-0.08,-0.59
CC1(C)CN=C(Nc2ccccc2C(F)(F)F)S1,.,0.48,0.78
CCOC(=O)c1cc(C)n(CCc2cnc[nH]2)c1C,.,1.5,1.5
CN1C(=O)N(C)C(=O)C(CCc2ccccn2)(CCc2ccccn2)C1=O,.,0.36,-0.23
CCCc1nc2ccc(Br)cc2c(=O)n1-c1ccc([N+](=O)[O-])c(C(F)(F)F)c1,9,-0.23,0.24
Cc1[nH]c2c(Cl)cccc2c1CCN,40,.,.
O=C(c1ccc(CNS(=O)(=O)c2ccccc2)cc1)N1CCC2(CC1)OCCO2,.,0.39[10.4 µM],0.04
Cc1ccc(N2C(=O)NC(=O)/C(=C/c3cnn(-c4ccc(C)cc4)c3)C2=O)cc1,-13,0.04,-0.44
O=Cc1c(C(=O)O)n(Cc2ccc(Cl)cc2)c2ccccc12,-59,1.5,1.6
C#CC(CC)(CC)NC(=O)Nc1ccc(OCC)cc1,-10,.,.
C=CCOC(=O)COc1cc(C)cc2oc(=O)c3c(c12)CCC3,16,-0.58,-0.23
Cc1cccc(CN2CCCC(C(=O)c3ccc(C(F)(F)F)cc3)C2)n1 (stereo unspecified),-26,.,.
Cc1cccn2c(=O)c3c(nc12)N1CCC(Cc2ccccc2)CC1C1(C3)C(=O)N(C)C(=O)N(C)C1=O (stereo unspecified),-14,-1.4,-0.69
CC(=NCCN1CCCCC1)c1c(O)n(-c2ccc(Cl)cc2)c(=O)[nH]c1=O,29,0.71,0.07
CCN(CC)CCN=C(C)c1c(O)n(-c2ccccc2OC)c(=O)[nH]c1=O,-27,0.86,0.05
Cc1cc(C(=O)N2CCC3(CC2)OCCO3)cs1,4,0.85,0.44
CN1CCN(c2nc(N(C)C)oc(=O)c2C#N)CC1,-47,-0.61,-1.1
Cc1ccccc1-c1nc(CS(=O)CC(=O)N2CCC3(CC2)OCCO3)c(C)o1 (stereo unspecified),31,0.5,0.59
COc1ccc(N=C(C)c2c(O)n(C)c(=O)n(C)c2=O)c(OC)c1,.,-0.62,-1.2
NC(=O)CN1CC(c2ccccc2)CC1=O (stereo unspecified),.,1.3,2.4
Cc1nn(C2CCOC(C)(C)C2)c2c1C(c1ccc(OC(C)C)cc1)SCC(=O)N2 (stereo unspecified),-17,0.28,-0.4
CC(=O)C1C2c3ccccc3OC1(C)N=c1s/c(=C/c3cnn(C)c3)c(=O)n12 (stereo unspecified),.,-0.15,-0.37
COc1ccc(C(=O)CN2CCCCC2)cc1,-69,.,.
O=[N+]([O-])c1cc2c(cc1CNCCc1ccc3c(c1)OCO3)OCO2,.,2,2.2
CCc1nc(N2CCNCC2)c(C#N)c2c1CSC(C)(C)C2,-32,0.02,-0.24
Cc1ccc(S(=O)(=O)Nc2cc(C(=O)N3CCC4(CC3)OCCO4)ccc2N2CCCCC2)cc1,-29,-1.2,-1.2
C=CCN1C(=O)/C(=C/c2cccs2)C(=O)NC1=S,.,-2,-1.6
COc1ccc(C[C@@H]2c3cc(O)c(OC)cc3CCN2C)cc1O,29,-0.12,0.52
Nc1c(C(=O)NCc2ccco2)c2nc3ccccc3nc2n1Cc1ccc(F)cc1,-35,-1.5,-0.12
COc1ccc(C(=O)CN2CCOCC2)cc1F,82*,1.4,2.2
CCOc1ccc(N2C(=O)NC(=O)/C(=C\c3ccc(N4CCCCC4)o3)C2=O)cc1,.,0.06,-0.76
Cc1cccnc1-n1c(-c2ccco2)nc2ccccc2c1=O,.,0.22,-1.2
CC1CCN2c3nc4ccccn4c(=O)c3CC3(C(=O)N(C)C(=O)N(C)C3=O)C2C1 (stereo unspecified),20,0.88,1.5
Cc1ccc(-c2ccc(=O)n(CCC(=O)N3CCC4(CC3)OCCO4)n2)cc1,0,.,.
Cc1ccc2c(c1)CC1(CN2C)C(=O)NC(=O)N(c2cccc(C)c2C)C1=O (stereo unspecified),.,0.1,-0.63
CCOC(=O)C1=C(N)OC2=C(C(=O)CCC2)C12C(=O)Nc1ccccc12 (stereo unspecified),.,0.15,0.05
Clc1ccc(COC(Cn2ccnc2)c2ccc(Cl)cc2Cl)c(Cl)c1 (stereo unspecified),-45,-2.3,-1.7
CSc1ccc(C(=O)C2CCCN(Cc3cc4ccccc4[nH]3)C2)cc1 (stereo unspecified),6,.,.
CCn1c(O)c(C(c2ccccn2)c2c(O)n(CC)c(=S)[nH]c2=O)c(=O)[nH]c1=S,-17,0.26,-0.54
CCN(CC)CCCN=Cc1c(O)n(CCc2ccc(OC)c(OC)c2)c(=O)[nH]c1=O,31,-0.46,-0.92
CC(CCc1ccccc1)NC(C)C(O)c1ccc(O)cc1 (stereo unspecified),10,0.32,0.04
CCN(CC)C1=NC(=[N+](CC)CC)c2ccccc21,68,-0.24,-0.49
C=Cn1ccnc1P(=S)(c1c(C)nn(-c2ccccc2)c1C)c1nccn1C=C,9,-0.38,-0.29
OCC12COC3c4ccccc4C(OC1)N32 (stereo unspecified),-137,0.39,0.4
CC(c1ccccc1)n1cncc1C(=O)O (stereo unspecified),-444,1.2,0.49
CCc1ccc(NC(=O)C(C)OC(=O)c2c(C)nn(Cc3ccccc3)c2Cl)cc1 (stereo unspecified),.,-1.6,-1.2
CCOP(=O)(OCC)C(NC(=O)c1cccc2ccccc12)C(Cl)(Cl)Cl (stereo unspecified),.,-0.1,-0.57
CC12CN3C(O)C(C)(C1)CC(C)(C2)C3O (stereo unspecified),9,0.54,-0.12

# An excerpt of these results, as tab-separated lines:
smiles	Insulin prom inh	sdo1 growth	sdo1 growth Rescue 24 h
CCn1c(O)c(C(c2ccccn2)c2c(O)n(CC)c(=S)[nH]c2=O)c(=O)[nH]c1=S	-17	0.26	-0.54
Cc1ccc(N)c(C(=O)c2ccc(Br)cc2)c1	-20	.	.
CC12CN3C(O)C(C)(C1)CC(C)(C2)C3O (stereo unspecified)	9	0.54	-0.12
CCOC(=O)C(O)(c1ccc(N(CC)C(=O)OC)cc1)C(F)(F)F (stereo unspecified)	-31	0.13	-0.15
Nc1c(C(=O)NCc2ccco2)c2nc3ccccc3nc2n1Cc1ccc(F)cc1	-35	-1.5	-0.12
CCN(CC)C1=NC(=[N+](CC)CC)c2ccccc21	68	-0.24	-0.49
CN(C)CCN=Cc1c(O)n(Cc2ccco2)c(=O)[nH]c1=O	18	-0.03	-0.33

# Full records from above.
# CCc1ccc(NC(=O)C(C)OC(=O)c2c(C)nn(Cc3ccccc3)c2Cl)cc1 (stereo unspecified) across the screens: Insulin prom inh: .; sdo1 growth: -1.6; sdo1 growth Rescue 24 h: -1.2
# CCOC(=O)C1=C(N)OC2=C(C(=O)CCC2)C12C(=O)Nc1ccccc12 (stereo unspecified) across the screens: Insulin prom inh: .; sdo1 growth: 0.15; sdo1 growth Rescue 24 h: 0.05

# Reformatted: six of the compounds above
# Every second line gives: Insulin prom inh, sdo1 growth, sdo1 growth Rescue 24 h
- Cc1ccc(S(=O)(=O)Nc2cc(C(=O)N3CCC4(CC3)OCCO4)ccc2N2CCCCC2)cc1
 : -29, -1.2, -1.2
- C=CCN1C(=O)/C(=C/c2cccs2)C(=O)NC1=S
 : ., -2, -1.6
- COc1ccc(C[C@@H]2c3cc(O)c(OC)cc3CCN2C)cc1O
 : 29, -0.12, 0.52
- Nc1c(C(=O)NCc2ccco2)c2nc3ccccc3nc2n1Cc1ccc(F)cc1
 : -35, -1.5, -0.12
- COc1ccc(C(=O)CN2CCOCC2)cc1F
 : 82*, 1.4, 2.2
- CCOc1ccc(N2C(=O)NC(=O)/C(=C\c3ccc(N4CCCCC4)o3)C2=O)cc1
 : ., 0.06, -0.76

# (cont.)
SMILES,Insulin prom inh,sdo1 growth,sdo1 growth Rescue 24 h
Cc1nc2cc(C(=O)N3CCC4(CC3)OCCO4)ccc2n1-c1ccc(Br)cc1,33,1.9,1.8
CCN(CC)c1ccc(/C=C2\C(=O)NC(=O)N(CC3CCCO3)C2=O)cc1 (stereo unspecified),0,0.52,-0.1
CN(C)C1(CNC(=O)c2ccc(Cl)c(S(=O)(=O)NCc3ccco3)c2)CCCCC1,-46,0.98,0.12
O=C(CN1C(=O)CCSc2ccccc21)N1CCC2(CC1)OCCO2,.,0.52,0.37
CCC(=O)N1N=C2C3CCN(CC3)C2C1c1ccccc1 (stereo unspecified),65,0.2,-0.34
O=C(Cn1cnc2sc3c(c2c1=O)CCCC3)NCCC(=O)N1CCC2(CC1)OCCO2,-57,1.2,1.9
NC1=Nc2ccccc2Oc2ccccc21,-21,0.19,-0.62
CCOP(=O)(C#CC(C)(C)C)C1(O)CCCCC1 (stereo unspecified),.,0.81,0.32
O=C1OCCC1NC1=NCCC1 (stereo unspecified),-15,0.52,0.05
CN(CC1COc2ccccc2O1)c1nc(-c2cccnc2)nc2ccccc12 (stereo unspecified),.,-2[10.3 µM],-0.79
C=COCCn1c(C)c(C(=O)OCC)c2cc(O)ccc21,10,0.15,0.17
C[N+]1(C)CCc2cc3c(cc2[C@H]1[C@@H]1OC(=O)c2c1ccc1c2OCO1)OCO3,32,0.78,0.74
O=c1[nH]c(=O)n(CC2CCCO2)c(O)c1/C=C1\C=Nc2ccccc21 (stereo unspecified),24,1.2,0.99
CCOP(=O)(Cc1cc(C#N)oc1C)OCC,0,1.7,1.1
CC[n+]1c(SC)ccc2cc(OC)ccc21,-63,0.02,-0.36
CCn1nc(-c2cccs2)nc2c(=O)n(C)c(=O)nc1-2,.,-2.6,-2.1
COc1ccc(CCn2c(O)c(/C=N/NC(=O)c3ccncc3)c(=O)[nH]c2=O)cc1OC,-6,1.6,1.4
CC(=O)N1N=C2C3CCN(CC3)C2C1c1ccccc1 (stereo unspecified),23,1.4,2
CNc1cc(N2CCN(C)CC2)ccc1[N+](=O)[O-],15,.,.
Cn1c(CN2CCN(C(=O)COc3ccccc3)CC2)nc2cc([N+](=O)[O-])ccc21,-100,0.18,0.07
CCc1cc2c(N3CCN(C)CC3)ncnc2s1,-44,0.92,1.1
CCc1ccccc1N1C(=O)CC(=O)NC1=O,23,.,.
OC(c1ccc(F)cc1)(c1ccc(F)cc1)[C@@H]1CCCN1,22,0.69,-0.18
CN(C)P(=NC(=S)c1cccn1C)(N(C)C)N(C)C,.,-0.57,-0.9
O=C1NC(=S)NC(=O)C1C/C=C/c1ccccc1,17,0.62,0.5
COCCN1C(=O)NC(=O)/C(=C\c2ccc(Br)cc2)C1=O,28,.,.
O=C(COc1ccccc1)N1CCN(CC2CC3C=CC2C3)CC1 (stereo unspecified),-14,0.74,0.57
O=C(N/N=C/c1c(O)n(CCC2=CCCCC2)c(=S)[nH]c1=O)c1ccccc1,10,0.67,0.23
CN1C(=O)CN=C(c2ccc(Cl)cc2)c2cc(Cl)ccc21,-5,-0.66,-0.32
Cc1ccc(CC2C(=O)N(C)C(=O)N(C)C2=O)s1,-18,1.2,1.5
C=CCn1c(O)c(C(=O)CCCCCC)c(=O)[nH]c1=O,11,-1.4,-1
O=c1[nH]c(=O)n(Cc2ccco2)c(O)c1C=NCc1cccs1,-48,1.8,1.4
COC(=O)C1=Nc2ccccc2/C1=C\c1c(O)n(-c2ccc(Br)cc2)c(=O)[nH]c1=O,-35,0.98,0.12
O=S1(=O)CCN(CCc2c[nH]c3ccccc23)CC1,54,.,.
CN(C)C(=O)Oc1ccc(C(=O)c2ccccc2)cc1,50,-0.45,-0.52
N=Cc1c(O)n(-c2cccc(Cl)c2)c(=O)[nH]c1=O,-33,0.53,0.32
CCCCn1c(O)c(C=NCCCN(CC)CC)c(=O)[nH]c1=O,.,0.18,-0.32
O=C(c1cc([N+](=O)[O-])ccc1N1CCNCC1)N1CCOCC1,.,0.23,-0.43
Oc1cc2c(cc1CN1CCN(c3ccccc3)CC1)CCC2,-33,-0.54[13.9 µM],-0.49
Cc1cccc(N2C(=O)NC(=O)/C(=C\c3cnc(-c4ccccc4)nc3)C2=O)c1,-70,1,0.62
COc1ccc(NC(=O)CN2C3CCC2CC(O)(c2cccnc2)C3)cc1OC (stereo unspecified),29,0.03,0.31
Cc1nn(Cc2ccccc2Cl)c(Cl)c1C(=O)OC(C(=O)NC(N)=O)C(C)C (stereo unspecified),-7,-0.38,-0.46
Cc1cc(C=C2C(=O)N(C)C(=S)N(C)C2=O)c(C)n1C1CCCC1,-43,-0.56,-0.81
O=C(CN1CCCCC1)c1cccc(Br)c1,.,1.2,1.2
CCN1CCN(c2nc3ccccc3s2)CC1,12,0.89,0.48
CC1=CC(=C2C(=O)NC(=S)NC2=O)C=C(C(F)(F)F)N1Cc1ccccc1,-407,.,.
